KCNH2 WT inh: qHTS for Inhibitors of KCHN2 3.1: Wildtype qHTS; AID 720551, 2013; U2OS, BacMam KCNH2, thallium flux FluxOr; stronger effect = lower value; 340,000 tested, 0.37% active; activity change, % at 1.84 µM; Voltage-gated inwardly rectifying potassium channel KCNH2 (Homo sapiens), Q12809;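 active = maximum activity change below -70%; inconclusive = maximum activity change between -70% and -50%; inactive = maximum activity change above -50%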; note: % is set by controls: 0 for no effect and ±100 for the full control effect
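U2OS cells were transduced with wild-type KCNH2 virus (2.03 x 10^8 / mL) for 4 h at room temperature, then cultured overnight at 37 C. Thallium flux was read with FluxOr dye. Rate constants were normalized to DMSO controls.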
GALK inhibitor: qHTS Assay for Inhibitors of Human Galactokinase (GALK); P51570; Purified GALK, Kinase-Glo residual ATP luminescence; Potency, µM (series often up to 57.5 µM), without a hit: top-dose activity change, negative = inhibition, usual class: inhibitors; 270,000 tested, 0.007% active; note: potency is the fitted concentration of half-maximal effect; % is set by controls: 0 for no effect and ±100 for the full control effect
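The enzyme phosphorylates galactose (100 uM) using ATP (35 uM); inhibition is detected as higher residual ATP, quantified by bioluminescence after 1 h reaction at room temperature, pH 8.0.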
Giardia kill: Small Molecules that selectively kill Giardia lamblia: qHTS; Giardia lamblia trophozoite viability; activity change, % at 7.66 µM, hits read low; AID 540267, 2011; 340,000 tested, 0.15% active; in the data active = activity change below about -80%; inconclusive = between about -30% and that limit;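 note: parasites exposed to compound for two days anaerobically before the ATP read; % is set by controls: 0 for no effect and ±100 for the full control effect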
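Killing of trophozoites was scored by loss of ATP luminescence after a 48 hrs anaerobic exposure to compounds at 37 deg C, using 100 cells per well.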
Menin MLL FP TR: qHTS Assay for Inhibitors Targeting the Menin-MLL Interaction in MLL Related Leukemias: Competition With Texas Red Labeled MLL-derived Mutant Peptide | 270,000 tested, 0.23% active | Potency, µM (series often up to 61.6 µM), without a hit: at the highest dose FP activity change, negative = inhibition, usual class: inhibitors | AID 1768, 2009 | O00255 | Menin + Texas Red MLL mutant peptide, fluorescence polarization; active = well fitted inhibition curve with a large enough effect in the polarisation, with a control signal flat, not every such curve was filed as active; inconclusive = small, poorly fitted or top-dose-only effect, or effect the other way, or a change in a side signal; inactive = no such curve, though single readings can be large or run the other way; the % refers to the polarisation; note: potency is the fitted concentration of half-maximal effect; % of control where 0% means no effect; many of its hits are not listed in these tables
Target sequence (O00255 whole entry, looked up): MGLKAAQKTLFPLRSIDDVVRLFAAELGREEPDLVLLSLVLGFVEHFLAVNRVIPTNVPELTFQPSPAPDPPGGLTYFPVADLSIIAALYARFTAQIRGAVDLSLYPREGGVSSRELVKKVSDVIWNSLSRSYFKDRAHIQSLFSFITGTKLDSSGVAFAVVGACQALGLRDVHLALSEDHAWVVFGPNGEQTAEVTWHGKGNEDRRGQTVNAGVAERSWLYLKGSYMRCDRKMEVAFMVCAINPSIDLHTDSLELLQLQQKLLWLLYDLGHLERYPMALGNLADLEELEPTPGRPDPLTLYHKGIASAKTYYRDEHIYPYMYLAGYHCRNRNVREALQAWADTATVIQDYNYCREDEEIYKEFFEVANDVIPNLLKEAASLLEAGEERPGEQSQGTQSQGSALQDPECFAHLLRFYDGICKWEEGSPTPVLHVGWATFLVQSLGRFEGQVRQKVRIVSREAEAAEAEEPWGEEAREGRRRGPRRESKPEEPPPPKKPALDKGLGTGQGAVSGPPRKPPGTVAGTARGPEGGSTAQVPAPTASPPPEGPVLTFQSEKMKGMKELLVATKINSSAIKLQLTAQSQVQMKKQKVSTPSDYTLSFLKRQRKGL
CXXC DNA block: qHTS Fluorescence Polarization Assay for Inhibitors of MLL CXXC domain - DNA interaction; Histone-lysine N-methyltransferase 2A (Homo sapiens), Q03164; MLL-CXXC / FITC-HOXA9 DNA fluorescence polarization; Potency, µM (series often up to 115 µM), for the others: at the highest dose activity change, negative = inhibition, usual class: inhibitors; 290,000 tested, 0.037% active; active = well fitted inhibition curve with a large enough effect in the polarisation, with a control signal flat, not every such curve was filed as active; inconclusive = small, poorly fitted or top-dose-only effect, or effect the other way, or a change in a side signal; inactive = no such curve, though single readings can be large or run the other way; the % refers to the polarisation; note: potency is the fitted concentration of half-maximal effect
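Purified MLL-CXXC (added from a 7 uM solution) was preincubated 5 min at ambient with pinned compounds in 50 mM Tris-HCl pH 7.5, 50 mM NaCl, 1 mM DTT, 0.05% BSA. Fluorescein-labeled HOX-A9 DNA (50 nM solution) followed, 30 min, then polarization read.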
TRPV1 ag: HTS Assay for Compounds that Act as Agonists of the Vanilloid Receptor 1; activation, % at 8.33 µM; Transient receptor potential cation channel subfamily V member 1 (Homo sapiens), Q8NER1; 320,000 tested, 0.19% active; AID 540275, 2011; TRPV1-expressing cells, Fluo-8 calcium influx, agonist mode; in the data active = activation above about 80%; inconclusive = between about 30% and that limit; note: 0% is about no effect
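Cells expressing TRPV1 were dye-loaded with Fluo-8 and read kinetically: 10 s baseline, 3 min after compound (agonist portion), then 2 min after EC20 capsaicin (allosteric enhancer portion). Calcium-bound dye fluorescence at 480/520 nm.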
B2AR arrestin: qHTS assay of beta-arrestin-biased ligands of beta2-adrenergic receptor; Beta-2 adrenergic receptor (Homo sapiens), P07550; beta-arrestin recruitment to beta2AR, cell-based reporter; Potency, µM (top dose mostly 46.1 µM), without a hit: at the top dose activation, actives largely listed as activators; 330,000 tested, 0.02% active;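 note: potency is the fitted concentration of half-maximal effect; 0% = DMSO controls and full agonism = EC100 isoproterenol or metaproterenol; nearly all actives have a fitted effect of over 65% in size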
Target sequence (P07550 whole entry, looked up): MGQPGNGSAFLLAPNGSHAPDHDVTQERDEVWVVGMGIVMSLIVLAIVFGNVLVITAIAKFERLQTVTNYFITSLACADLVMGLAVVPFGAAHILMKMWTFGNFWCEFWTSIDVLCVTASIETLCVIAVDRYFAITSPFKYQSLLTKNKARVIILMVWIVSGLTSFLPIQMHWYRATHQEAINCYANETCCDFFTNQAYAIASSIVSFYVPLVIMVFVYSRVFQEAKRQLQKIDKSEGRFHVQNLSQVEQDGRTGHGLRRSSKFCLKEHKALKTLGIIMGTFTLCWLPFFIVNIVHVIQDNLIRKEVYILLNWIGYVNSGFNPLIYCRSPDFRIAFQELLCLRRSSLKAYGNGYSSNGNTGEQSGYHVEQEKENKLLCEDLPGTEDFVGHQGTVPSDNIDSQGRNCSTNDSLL
KCNH2 3.1 block: qHTS for Inhibitors of KCHN2 3.1: Mutant qHTS. Potassium voltage-gated channel subfamily H member 2, brain isoform KCNH2 3.1 (human). U2OS KCNH2 3.1, thallium flux FluxOr; stronger effect = lower value. activity change, % (tested at about 1.8 µM). 340,000 tested, 0.95% active. AID 720553, 2013;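 active = maximum activity change below -70%; inconclusive = maximum activity change from -70% to -50%; inactive = maximum activity change above -50%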;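 note: thallium influx rate constant from kinetic fluorescence after stimulation buffer; % is set by controls: 0 for no effect and ±100 for the full control effect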
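Thallium flux read-out: FluxOr dye with Red40 quencher in HBSS/HEPES, 45 min at RT. Rate constants from kinetic reads were normalized to positive and negative DMSO controls. Cells: U2OS virally expressing the 3.1 isoform.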
USP2a block: qHTS Assay for Inhibitors of Ubiquitin-specific Protease USP2a Using CHOP2 as the Reporter; Ubiquitin carboxyl-terminal hydrolase 2 (Homo sapiens), O75604; USP2 core, Ub-CHOP2 coupled fluorogenic reporter, 485/531; Potency, µM (series often up to 38.3 µM), without a hit: at the top dose activity change, negative = inhibition, usual class: inhibitors; 330,000 tested, 0.01% active; AID 463254, 2010;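 note: potency is the fitted concentration of half-maximal effect; plate controls were DMSO wells for no effect and full inhibition by NEM control for full effect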
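Cell-free coupled assay: 10nM USP2 core preincubated 30min RT with compound in Tris-HCl pH 8.0/CaCl2/CHAPS buffer, then 25nM Ub-CHOP2 and 25nM reporter substrate; fluorescence (Ex 485/Em 531) read after 60min RT, normalized to NEM inhibition, concentration-response curves fitted.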
PKM2 act: qHTS Assay for Activators of Human Muscle isoform 2 Pyruvate Kinase; Potency, µM (highest dose often 57.5 µM), inactives show top-dose activation, hits mostly activators; 260,000 tested, 0.34% active; purified PKM2, Kinase-Glo ATP luminescence, activation; response scale: 0% is enzyme alone, no compound; note: potency is the fitted concentration of half-maximal effect; % is set by controls: 0 for no effect and ±100 for the full control effect; nearly all actives have a fitted effect of over 55% in size
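Purified hPK-M2 (>95% pure) converted ADP (0.1 mM final) to ATP with 0.5 mM PEP in 50 mM imidazole pH7.2, KCl, MgCl2, Tween 20, BSA; 1 h at room temperature. ATP detected by Kinase-Glo luminescence.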
Coupling enz: qHTS Assay for Inhibitors of Fructose-1,6-bisphosphate Aldolase from Giardia Lamblia: Coupling assay counterscreen; coupling enzyme system counterscreen, AmpLite Red fluorescence; activity change, negative = inhibition, % at 58.2 µM, hits read low; 290,000 tested, 0.67% active; AID 2472, 2010; in the data active = activity change below about -30%; note: % is set by controls: 0 for no effect and ±100 for the full control effect
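Counterscreen lacking aldolase: glyceraldehyde-3-phosphate coupling-enzyme reagent preincubated 10 min at RT with compound (at 57.5 uM final), then substrate/coupling system with AmpLite Red added; fluorescence read at 525/598 nm after 20 min RT.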
* = called active by the depositor; ? = inconclusive; · = not tested or not shown; [ ] = remark or other dose. Unless noted, calls come from the whole dose curve; as a rule, active = well fitted curve in the direction sought with a large enough effect; inconclusive = small, poorly fitted or top-dose-only effect, or another doubt; inactive = no such curve, though single readings can be large; an effect the other way counts as inactive or inconclusive. These rows are one share of the data (hit frequency here may not be typical).

SMILES	KCNH2 WT inh	GALK inhibitor	Giardia kill	Menin MLL FP TR	CXXC DNA block	TRPV1 ag	B2AR arrestin	KCNH2 3.1 block	USP2a block	PKM2 act	Coupling enz
CCC1=Nc2cc(C(=O)NCCN3CCCC3)ccc2Sc2ccc(C)cc21	8.8	-1.6%	38.0[activator]	?	15.2%	-4.8	-1.8%	15.5	1.0%	·	-7.2
O=C(N/N=C/c1ccc([N+](=O)[O-])o1)c1cc(-c2cccc(Br)c2)nc2ccccc12	-2.6	·	-85.9*	?	8.6%	-1.0	0.0%	-28.1	1.3%	-0.7%	-0.3
Cn1cc(CN2CCC(Oc3ccc(C(=O)N4CCCCC4)cc3)CC2)cn1	0.8	2.0%	-1.1	-1.1%	-11.0%	-3.8	-0.4%	-1.0	-0.7%	2.0%	0.6
O=C(/C=C/c1cccs1)c1ccc(N2CCOCC2)cc1	10.4	0.8%	?	20.8%	0.3%	23.0	0.0%	-7.9	-0.5%	-20.2%	-0.2
Cc1ccc(C)c(-n2c(CNC(=O)c3ccco3)nnc2SCC(=O)N2CCc3ccccc32)c1	2.3	-0.1%	-4.3	-1.0%	11.1%	-1.9	-0.5%	-5.5	-2.0%	5.1%	-0.1
O=C(CN1CCC(C(=O)c2cccc(F)c2)CC1)NCc1cccs1	37.0	-0.1%	-7.5	-3.9%	-9.2%	8.3	0.2%	-10.1	1.4%	-0.2%	6.0
CCOC(=O)c1cc2c(=O)[nH]ccc2nc1C(F)(F)F	-2.0	4.7%	0.4	·	2.6%	-2.9	-0.6%	-14.5	0.5%	-2.2%	1.2
COc1ccc(C(CNC(=O)C(=O)Nc2ccc3c(c2)OCO3)N2CCN(C)CC2)cc1 (stereo unspecified)	15.9	·	-6.6	·	·	-1.5	-0.1%	-17.8	3.9%	·	·
CCC(C)NC(=S)Nc1ccc2nc(N3CCN(CC)CC3)cc(C)c2c1 (stereo unspecified)	0.7	-2.8%	-9.5	-12.7%	0.3%	-2.2	-1.0%	-1.8	0.3%	3.8%	0.2
O=C(O)c1ccc2c(c1)-c1nc3ccccc3n1C2=O	-0.8	2.5%	8.9	2.6%	-6.7%	0.5	0.2%	-9.7	-2.7%	4.0%	1.8
COc1cccc(NC(=O)CSc2nncn2-c2ccccn2)c1	1.6	4.4%	1.3	1.0%	3.5%	-5.4	-0.8%	-0.3	?	-2.6%	3.8
COc1ccc(N(CC(=O)Nc2cc(OC)ccc2OC)S(C)(=O)=O)cc1	6.1	1.9%	4.5	24.5%	-4.6%	-3.7	0.3%	-5.7	-1.3%	2.3%	-5.1
Cc1ccc(-n2c(C3CC3c3ccc(Cl)cc3)n[nH]c2=S)cc1 (stereo unspecified)	10.5	-3.0%	-2.5	6.4%	-15.0%	3.7	2.8%	-7.2	-0.4%	1.2%	4.4
CCOc1nc(Nc2ccc(OC)c(Cl)c2)nc(N2CCN(c3ccc(OC)cc3)CC2)n1	3.1	-1.3%	8.5	14.7%	17.9%	2.3	-0.1%	-109.0*	3.0%	-4.8%	-0.8
O=C(COc1ccc(S(=O)(=O)N2CCCC2)cc1)Nc1ccc2c(c1)OCCO2	6.7	-0.2%	-3.0	-4.9%	-6.8%	-2.4	-0.3%	5.0	0.6%	4.8%	1.1
COc1ccc(S(=O)(=O)Nc2cccc(N(C)S(C)(=O)=O)c2)cc1C	-5.9	0.7%	-16.7	1.1%	14.0%	1.5	-0.4%	6.9	1.1%	-4.5%	4.5
COc1cccc(-n2nc(-c3ccnn3-c3ccccc3)c(=O)n(C)c2=O)c1	2.3	0.3%	15.1	0.3%	24.8%	2.2	-0.4%	5.0	0.7%	1.0%	5.0
Cc1ccc(CCN2C(=O)CCC2(C)C(=O)NCc2cccnc2)cc1 (stereo unspecified)	-1.9	4.8%	3.7	-2.4%	2.9%	-5.0	0.0%	1.1	-1.3%	0.9%	2.2
Oc1ccc(NC(=S)N=Nc2c(O)[nH]c3ccc(Br)cc23)cc1	7.0	-0.3%	4.5	?	24.9%	-0.8	0.3%	8.9	4.5%	9.8%	3.2
Nc1nnc(SCC(=O)Nc2ccc(N3CCOCC3)c(Cl)c2)s1	-2.5	5.3%	15.3	23.5%	-1.2%	-3.2	-0.1%	·	-2.6%	-0.6%	0.3
COc1cc(C=O)cc(Cl)c1OC(=O)N1CCOCC1	6.3	4.3%	-5.9	0.8%	?	-5.6	-0.7%	4.0	-5.6%	·	0.6
O=C(N/N=C/c1cccc(F)c1)NC1CCCCC1	-8.1	-4.0%	4.4	-3.4%	-11.6%	17.4	-0.7%	4.9	-7.4%	-8.4%	3.1
COc1cc(CC(NC(C)=O)C(=O)NC2CCN(S(=O)(=O)c3ccc(NC(C)=O)cc3)CC2)cc(OC)c1 (stereo unspecified)	1.4	0.8%	4.0	3.9%	20.5%	-3.1	-0.5%	-5.7	-0.5%	·	0.4
OCCN1CCN(CC(O)C(F)(F)F)CC1 (stereo unspecified)	-2.9	2.8%	1.7	-7.4%	33.2%[activator]	1.8	-0.1%	-8.1	1.8%	-11.4%	2.0
CCN(CC)Cc1c(C(=O)N/N=C/c2cccc(OCc3ccc(F)cc3)c2)nnn1-c1nonc1N	-2.3	0.3%	11.4	37.7%[activator]	10.9%	2.5	-0.5%	-10.3	0.6%	·	-20.1
COc1ccc(OC)c(NC(=O)COC(=O)/C=C/c2ccco2)c1	0.0	·	19.3	·	·	·	0.0%	5.4	3.9%	·	·
COc1ccccc1NC(=O)CSc1nc2ccccc2cc1Cc1ccccc1	-1.9	-3.1%	-3.1	-0.9%	4.6%	2.9	0.1%	-12.6	-0.5%	3.3%	-2.5
CC(NC(=O)c1cccc(S(=O)(=O)N2CCc3ccccc3C2)c1)c1ccco1 (stereo unspecified)	10.1	·	-2.9	·	·	0.1	0.0%	-3.2	4.7%	·	·
O=C(NC1CCCCC1)c1sc(N2CCOCC2)nc1-c1ccccc1	4.1	1.2%	9.1	-4.4%	-8.5%	?	1.0%	5.7	1.0%	-14.5%	-1.2
CCC1(c2ccccc2)NC(=O)N(CC(=O)Nc2cc(Cl)ccc2N2CCOCC2)C1=O (stereo unspecified)	-11.6	·	-9.7	·	·	13.9	4.6%	11.7	1.9%	·	·
O=C(NC(CSSCC(NC(=O)c1ccccc1)C(=O)O)C(=O)O)c1ccccc1 (stereo unspecified)	-3.7	-1.3%	-1.5	1.4%	-19.7%	-0.9	-0.4%	2.7	2.3%	2.2%	1.8
Cc1ccc(NC(=O)CCNC(=O)c2ccc([N+](=O)[O-])cc2)cc1S(=O)(=O)N1CCOCC1	26.6	·	-0.9	·	·	-0.4	0.0%	-5.1	-5.1%	·	·
N=C(N)SCC1=CCS(=O)(=O)C1	-0.9	-0.2%	-10.6	·	2.9%	-0.2	-0.8%	-7.8	-1.3%	-3.1%	1.9
COc1ccccc1OCC(=O)NNC(=O)Nc1ccc(Cl)cc1	-3.1	3.0%	-9.7	7.1%	-22.6%	-3.4	0.0%	1.9	1.0%	-28.3%	5.0
O=C(COC(=O)c1ccc(Cl)c(S(=O)(=O)N2CCCCC2)c1)NCC1CCCO1 (stereo unspecified)	-11.3	-0.2%	-12.6	-1.6%	-1.5%	0.5	-0.3%	2.1	4.1%	-6.7%	-2.2
COc1ccc(NC(=O)CN(C)C(=O)CNC(=O)c2ccc3ccccc3c2)cc1	4.5	·	4.5	·	·	26.9	0.0%	10.6	1.1%	·	·
Cc1c(Cc2ccccc2)c(=O)oc2cc(OCC(=O)c3ccccc3)ccc12	-4.8	0.8%	-4.8	8.2%	13.4%	1.9	-0.2%	-6.2	2.8%	-2.0%	1.0
COc1cccc2c1Oc1ncccc1N(C(=O)CCC(=O)NCc1ccc(F)cc1)C2	-9.6	-7.1%	6.1	·	0.5%	1.1	0.1%	-0.2	2.4%	·	·

Assay outcomes: PubChem, National Center for Advancing Translational Sciences (NCATS)
